# WRN helicase inh: blocks human WRN helicase; AID 651768; WRN helicase unwinding, fluorescent forked duplex, kinetic; Potency, µM (highest dose often 114 µM), inactives show at the highest dose activity change, negative = inhibition, usual class: inhibitors; Q14191; 360,000 tested, 0.46% active; further: potency means the concentration at half of the fitted maximal effect; on the % scale 0 is the no-effect control and ±100 the full control effect; nearly all actives have a fitted effect of over 55% in size
# Target sequence (Q14191 whole entry, looked up): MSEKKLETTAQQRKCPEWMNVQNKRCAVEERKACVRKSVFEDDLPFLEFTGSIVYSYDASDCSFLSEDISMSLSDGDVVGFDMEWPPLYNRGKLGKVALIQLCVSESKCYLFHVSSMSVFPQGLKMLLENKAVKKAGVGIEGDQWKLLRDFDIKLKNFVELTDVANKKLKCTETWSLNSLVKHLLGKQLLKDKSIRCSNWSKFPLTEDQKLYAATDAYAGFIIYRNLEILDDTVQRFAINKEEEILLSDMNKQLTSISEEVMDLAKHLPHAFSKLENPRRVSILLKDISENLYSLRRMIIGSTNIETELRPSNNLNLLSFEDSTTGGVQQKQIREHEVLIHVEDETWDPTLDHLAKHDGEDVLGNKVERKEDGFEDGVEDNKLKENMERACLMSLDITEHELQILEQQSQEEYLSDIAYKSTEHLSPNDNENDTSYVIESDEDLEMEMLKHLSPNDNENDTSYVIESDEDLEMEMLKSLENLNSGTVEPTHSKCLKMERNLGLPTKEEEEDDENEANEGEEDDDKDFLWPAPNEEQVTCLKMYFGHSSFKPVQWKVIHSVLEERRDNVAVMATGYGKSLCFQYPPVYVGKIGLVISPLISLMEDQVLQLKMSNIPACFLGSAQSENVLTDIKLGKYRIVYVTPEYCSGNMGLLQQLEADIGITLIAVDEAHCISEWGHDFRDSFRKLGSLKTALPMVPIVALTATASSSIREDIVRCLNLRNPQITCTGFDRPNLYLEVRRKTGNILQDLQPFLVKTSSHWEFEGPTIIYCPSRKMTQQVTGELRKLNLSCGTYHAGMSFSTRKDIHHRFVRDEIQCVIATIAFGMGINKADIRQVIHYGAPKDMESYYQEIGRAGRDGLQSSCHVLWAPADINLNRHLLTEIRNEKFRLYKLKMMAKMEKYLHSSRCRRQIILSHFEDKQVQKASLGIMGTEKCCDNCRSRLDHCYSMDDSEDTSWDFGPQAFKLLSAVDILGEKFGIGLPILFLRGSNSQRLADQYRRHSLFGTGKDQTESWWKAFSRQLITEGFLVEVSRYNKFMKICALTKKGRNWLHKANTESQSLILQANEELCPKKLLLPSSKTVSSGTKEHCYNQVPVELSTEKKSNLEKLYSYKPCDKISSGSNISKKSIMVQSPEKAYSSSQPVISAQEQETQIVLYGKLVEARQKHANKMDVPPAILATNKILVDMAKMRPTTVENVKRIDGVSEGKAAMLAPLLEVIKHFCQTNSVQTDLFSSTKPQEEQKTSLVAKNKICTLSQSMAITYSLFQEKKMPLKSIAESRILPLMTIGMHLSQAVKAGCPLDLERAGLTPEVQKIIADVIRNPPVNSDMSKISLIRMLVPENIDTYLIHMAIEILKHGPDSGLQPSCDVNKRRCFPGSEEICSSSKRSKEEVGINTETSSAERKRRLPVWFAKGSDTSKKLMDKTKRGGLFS
#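 Screening of the MLSMR collection measured strand separation of a quenched forked DNA duplex (100 nM) by 20 nM WRN with 2 mM ATP, all final. Compounds were preincubated with enzyme 15 min at room temperature.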
# PLK1 PBD block: blocks phosphopeptide binding to human PLK1 polo-box domain; Plk1 PBD binding of FITC phosphopeptide, fluorescence polarization; Potency, µM, without a hit: max response, negative = inhibition, actives largely listed as inhibitors; 360,000 tested, 2.8% active; further: potency means the concentration at half of the fitted maximal effect; series mostly up to about 57 µM; on the % scale 0 is the no-effect control and ±100 the full control effect; nearly all actives have a fitted effect of over 65% in size
# PI5P4K alpha inh: PI5P4K alpha (human) kinase inhibition; 330,000 tested, 1.2% active; PI5P4Kalpha enzyme, ADP-Glo luminescence, 60 min; stronger effect = lower value; AID 652105; max response, %; P48426; active means max response of -50% or lower; inconclusive means between -30% and -50%; inactive means -30% or higher; further: value at the top dose of about 77 µM; on the % scale 0 is the no-effect control and ±100 the full control effect
#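 ADP-Glo luminescence end-point after a 60 min room-temperature kinase reaction. PI5P4Kalpha and substrate in HEPES pH 7.4 buffer with EGTA, 0.1% CHAPS and 5% DMSO; ATP at 5 microM final.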
# CCT modulator: cytosolic chaperonin activity modulation. purified chaperonin ATPase assay, HTRF ADP detection, 30 min. AID 651819. activity change, % (test concentration not listed), hits read low. 360,000 tested, 0.3% active; in the data active means activity change below about -30%; further: on the % scale 0 is the no-effect control and ±100 the full control effect
#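 First, chaperonin was dispensed at 40 nM or 20 nM final depending on batch activity. Next, compounds were pinned at 76 uM and ATP added at 10 uM. After 30 min at 37 °C, ADP detection reagents ran 30 min at ambient temperature.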
# EPAC1 antag: EPAC1 (human) antagonism; 360,000 tested, 0.14% active; EPAC1 GEF assay, Rap1b-BODIPY-GDP exchange fluorescence; AID 720709; O95398; Potency, µM (titrated, usually from 115 µM), inactives show at the highest dose activity change, negative = inhibition, hits mostly inhibitors;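 further: potency means the concentration at half of the fitted maximal effect; plate controls were vehicle for no effect and positive control for full effect; nearly all actives have a fitted effect of over 50% in size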
# EPAC1 agonist: agonists of human EPAC1; O95398; AID 720707; 360,000 tested, 0.073% active; EPAC1 agonist qHTS, biochemical assay; response scale: 100% = response to 6.5 mM cAMP; Potency, µM (titrated, usually from 154 µM), for the others: top-dose activation, most hits filed as activators; further: potency means the concentration at half of the fitted maximal effect; nearly all actives have a fitted effect of over 60% in size
#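 Compounds were pinned as a concentration titration into mixtures of EPAC1 (100 nM), BODIPY-GDP-loaded Rap1B (250 nM) and GDP (50 uM). After 5 min at room temperature, fluorescence was followed for 30 min; activity was scaled to 6.5 mM cAMP.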
# EPAC2 antag: blocks human EPAC2 exchange factor; AID 720708; Potency, µM (doses to about 114 µM), without a hit: at the highest dose activity, negative = inhibition, actives largely listed as inhibitors; EPAC2 GEF exchange of Rap1B-BODIPY-GDP, fluorescence; Q8WZA2; 360,000 tested, 0.18% active; further: potency means the concentration at half of the fitted maximal effect; on the % scale 0 is the no-effect control and ±100 the full control effect; nearly all actives have a fitted effect of over 45% in size; many of its hits are not listed in these tables
# MmCpn inh: blocks the Methanococcus maripaludis chaperonin Mm-Cpn. 330,000 tested, 0.031% active. Potency, µM (series often up to 76.9 µM), inactives show at the top dose activity, negative = inhibition, actives largely listed as inhibitors. AID 504842. purified Mm-Cpn ATPase, ADP Transcreener TR-FRET; further: potency means the concentration at half of the fitted maximal effect; on the % scale 0 is the no-effect control and ±100 the full control effect; nearly all actives have a fitted effect of over 80% in size
#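 ATPase turnover read by TR-FRET ADP competition (Eu cryptate antibody/ADP-d2, 665/590 nm): 10uM ATP final, 25nM Mm-CPN final, 30 min 37degC after 10-min compound preincubation, pH 7.4 Tris/KCl/MgCl2/DTT buffer.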
# * hit, by the source's call; ? = inconclusive; . = no result given; [ ] = dose if it differs, or a comment. Unless noted, the call rests on the fitted dose curve; in most records, active means well fitted curve in the direction sought with a large enough effect; inconclusive means small, poorly fitted or top-dose-only effect, or another doubt; inactive means no such curve, though single readings can be large; an effect the other way counts as inactive or inconclusive. An excerpt. The share of hits here may be higher or lower than overall.
WRN helicase inh	PLK1 PBD block	SMILES	PI5P4K alpha inh	CCT modulator	EPAC1 antag	EPAC1 agonist	EPAC2 antag	MmCpn inh
-3%[57.1 µM]	-3%	C#CCN(Cc1ccco1)C(=O)c1cc(COc2ccc(F)cc2Cl)on1	-3	-1.9	-25%	0%	-4%	-8%
7%	-12%	COc1ccc(O)c(/C=C(\C#N)C(=O)Nc2ccccn2)c1	-6	-3.0	-10%	-1%	-1%	-5%
-29%[57.1 µM]	-5%	CSc1ccc(C(=O)/C=C/c2ccc(N)cc2)cc1	5	-3.0	-22%	19%	-6%	-2%
4%	30µM*	O=C(c1ccco1)N1CCN(C/C=C/c2ccccc2)CC1	-12	-0.9	-25%	10%	-4%	0%
-1%	-2%	Nc1ccc(-c2nc3ncccc3o2)cc1	3	1.0	9%	12%	10%	-8%
56µM*	27µM*	CCOc1cc(/C=C2\C(=N)N3N=C(S(C)(=O)=O)SC3=NC2=O)ccc1OCCOc1cccc(OC)c1	-80*	-0.7	50µM*	2%	-21%	?
-19%	-13%	CCSc1ncc(Cl)c(C(=O)N(Cc2ccc(N(C)C)cc2)C2CCS(=O)(=O)C2)n1 (stereo not given)	2	-0.6	-13%	1%	-2%	-3%
-7%	-19%	CCc1ccc(Nc2n[n+](-c3ccccc3)c(-c3c(Cl)cccc3Cl)s2)cc1	-80*	-1.7	-18%	9%	-8%	-3%
-1%	-9%	COC(=O)c1cccc(S(=O)(=O)N2CCC(C)CC2)c1	.	-0.5	-1%	8%	-6%	0%
-1%	-9%	COc1ccc2[nH]c(=O)c(C(=O)O)cc2c1	-7	-1.7	2%	-1%	13%	0%
2%	-2%	S=C1NC2(CCCCC2)NN1c1ccccc1	-10	0.5	-2%	-8%	-2%	1%
-17%	-5%	O=C(c1nn2c(C(F)(F)F)cc(-c3ccco3)nc2c1Br)N1CCCc2ccccc21	2	0.1	-15%	13%	-7%	2%
-8%[11.6 µM]	-1%	CCS(=O)(=O)Nc1cccc(C(=O)O)c1	1	-0.1	7%	-1%	6%	?
5%	-3%	O=C(NC1C2CC3CC(C2)CC1C3)C1CC1 (stereo not given)	.	-0.5	0%	4%	3%	0%
0%	1%	CCC(NC(=O)Nc1ncccc1C)(C(F)(F)F)C(F)(F)F	1	0.1	12%	-8%	7%[57.1 µM]	0%
-4%	-8%	CC1CCc2sc3ncn4nc(C(=O)NCc5ccco5)nc4c3c2C1 (stereo not given)	-10	-2.8	-13%	7%	0%	-4%
-36%[57.1 µM]	19%	CCOC(=O)c1c(NC(=O)CC2Nc3ccccc3NC2=O)sc(C)c1C (stereo not given)	1	0.0	-14%	-1%	-5%	1%
9%[57.1 µM]	-1%	NC(=O)c1cccc(-c2ccnc3c2CC(C(=O)Nc2cccc(Oc4ccccc4)c2)O3)c1 (stereo not given)	-18	0.0	?	5%	-5%	.
3%	4%	CN(C)CCCN(C(=O)C1COc2ccccc2O1)c1nc2ccc(F)cc2s1 (stereo not given)	0	-3.7	-4%	-1%	5%	2%
-17%	4%	Cc1cc(C(=O)CN2C(=O)NC(C)(c3cccc(Br)c3)C2=O)c(C)n1Cc1ccco1 (stereo not given)	-16	-4.9	-5%	16%	-3%	1%
-5%	0%	CC(=O)OC1CCC2(C)C3=CCC4(C)C(C(C)=O)=CCC4C3CCC2C1 (stereo not given)	4	0.2	-4%	0%	-1%	.
-5%	-7%	Cc1csc2nc(O)c(C(=O)NCCC3=CCCCC3)c(=O)n12	18	0.5	3%	12%	-4%	2%
7%	-7%	Cc1cc(C)c(NC(=O)Nc2ccccc2)c(C)n1	1	-1.2	24%	9%	-12%	1%
7%	-4%	COc1cc(OC)cc(C(=O)NCc2ccc3c(c2)OCO3)c1	-7	-3.4	-25%	3%	-3%	1%
-7%	-11%	NC(=O)CSCc1cccc(Br)c1	1	-3.0	-15%	2%	1%	0%

# Limited to CCT modulator, for 5 of the compounds above:
structure | CCT modulator
O=C(c1ccco1)N1CCN(C/C=C/c2ccccc2)CC1 | -0.9
Nc1ccc(-c2nc3ncccc3o2)cc1 | 1.0
CCOc1cc(/C=C2\C(=N)N3N=C(S(C)(=O)=O)SC3=NC2=O)ccc1OCCOc1cccc(OC)c1 | -0.7
CCSc1ncc(Cl)c(C(=O)N(Cc2ccc(N(C)C)cc2)C2CCS(=O)(=O)C2)n1 (stereo not given) | -0.6
CCc1ccc(Nc2n[n+](-c3ccccc3)c(-c3c(Cl)cccc3Cl)s2)cc1 | -1.7

# (more compounds)
WRN helicase inh	PLK1 PBD block	SMILES	PI5P4K alpha inh	CCT modulator	EPAC1 antag	EPAC1 agonist	EPAC2 antag	MmCpn inh
-5%	-4%	COC(=O)CSc1nc2c(c(-c3ccc(C)o3)c1C#N)CCCC2	.	-1.9	-3%	0%	-1%	-6%
5%	0%	Clc1cccc(CNCC2CCCO2)c1Cl (stereo not given)	2	-0.1	7%	3%	-3%	-3%
0%	-13%	Cc1nnc(Nc2ccc(Cl)cc2)n(N)c1=O	0	-0.6	0%	5%	-5%	2%
-18%	2%	O=C(CSc1nnnn1-c1cccc2ccccc12)Nc1ccc(N2CCOCC2)c(Cl)c1	.	-0.8	-10%	20%	-11%	-2%
7%	-15%	O=CN1CCN(C(=O)CC(c2ccccc2)c2cc(Br)ccc2O)CC1 (stereo not given)	2	-2.4	22%	7%	-1%	-1%
12%	-12%	O=C(Nc1ccccc1-c1ccccc1)c1cccc(C(F)(F)F)c1	11	-2.8	-13%	-6%	-25%	1%
-1%	-8%	COc1ccc(CSc2nnnn2-c2ccc(C(N)=O)cc2)cc1[N+](=O)[O-]	-1	0.1	-20%	0%	-7%	2%
9%	-23%	COc1ccc(Cl)cc1NC(=S)N(CCN1CCOCC1)C1CCN(C(C)=O)CC1	0	-1.1	-7%	11%	3%	2%
-6%	-6%	Cc1nc2ccccc2n1C(=O)N1CCOCC1	3	0.9	4%	0%	15%	0%
-7%[57.1 µM]	6%	Cc1c(C(=O)NCc2ccc(Cl)c(Cl)c2)sc(=O)n1Cc1ccc(S(C)(=O)=O)cc1	-3	2.0	10%	4%	1%	.
9%	-1%	CCN(C(=O)COC(=O)/C=C/c1ccc(O)c(OC)c1)C1CCS(=O)(=O)C1 (stereo not given)	1	-2.9	5%	1%	18%	2%
7%	-5%	COC(=O)CN(C#N)c1nc(SC)nc(N(C)C)n1	.	-2.1	8%	3%	4%	4%
5%	6%	O=C(COC(=O)c1cc([N+](=O)[O-])ccc1N1CCOCC1)c1ccc(F)cc1	-3	-1.2	-12%	-4%	-9%	-2%
-21%[57.1 µM]	-10%	CCOc1cc(CNC)ccc1OCC(=O)NC(C)(C)C	-3	-3.6	13%	11%	3%	1%
-5%	-5%	O=C(NNC(=O)c1ccc(Cl)nc1)c1ccncc1	-4	0.6	-14%	4%	3%	2%
2%	0%	CCCCNC(=O)C1c2ccccc2OCC(=O)N1Cc1ccc2c(c1)OCO2 (stereo not given)	-7	-0.2	-8%	3%	10%	.
2%	-4%	O=C(O)CC(NC(=O)Cc1ccccc1)c1cc([N+](=O)[O-])ccc1Cl (stereo not given)	0	-2.9	9%	3%	-4%	2%
-26%	-2%	COc1ccc2c(c1)C(c1cccs1)=NNC(c1cccnc1)=N2	5	-0.9	-7%	1%	-5%	1%
1%[57.1 µM]	-11%	CC(=O)c1c[nH]c(C(=O)NCc2cccc(C(F)(F)F)c2)c1	1	-2.1	-13%	-2%	2%	-1%
-21%[57.1 µM]	-4%	Cc1ccccc1OCc1nc2ccccc2c(=O)n1/N=C/c1cccc([N+](=O)[O-])c1	11	1.7	-10%	7%	-1%	-2%
-7%	-4%	CCCCOc1ccc(S(=O)(=O)Nc2ccc(NC(C)=O)cc2)cc1	.	-0.4	1%	4%	7%	3%
-14%	-5%	Cc1ccc(C(C)(C)NC(=O)C2CCC(=O)N(Cc3ccccc3F)C2)cc1 (stereo not given)	9	-0.4	-8%	3%	6%	0%
-2%	-1%	Cc1c(C)c2ccc(OCC(=O)NCCCn3ccnc3)cc2oc1=O	10	-0.9	-5%	1%	0%	-2%
-2%	-21%	Cc1cc(OCCCC(=O)NCCc2nnc3ccccn23)ccc1Cl	-1	1.9	-17%	3%	1%	-8%
?	8.4µM*	CC1=C(C#N)C(=O)NC(=O)/C1=C\c1ccc(-c2ccc(C)cc2[N+](=O)[O-])o1	-75*	-3.4	-22%	-1%	-14%	5%
-8%	-8%	COc1cccc2c1CCC(NC(C)=O)C2=O (stereo not given)	-7	3.6	-13%	-5%	3%	-4%
-7%	-7%	CCC1Oc2ccc(C)cc2N(CC(=O)NCC2COc3ccccc3O2)C1=O (stereo not given)	8	-3.4	-14%	-20%	3%	1%
-1%[57.1 µM]	-11%	Cc1ccc(NC(=O)C2CCN(C(=O)c3ccccc3C)CC2)cc1	1	1.0	-4%	11%	-23%	1%
-3%	6%	CCN1CCN(CC(=O)Nc2cc(C)on2)CC1	0	1.9	-6%	8%	0%	0%
3%	?	COc1ccc(C2CC(c3ccccc3C)n3nc(N)nc3N2)cc1 (stereo not given)	0	-0.8	-11%	-1%	-2%	0%

# A different layout for three compounds above:
> O=C(O)CC(NC(=O)Cc1ccccc1)c1cc([N+](=O)[O-])ccc1Cl (stereo not given)
  WRN helicase inh: 2%; PLK1 PBD block: -4%; PI5P4K alpha inh: 0; CCT modulator: -2.9; EPAC1 antag: 9%; EPAC1 agonist: 3%; EPAC2 antag: -4%; MmCpn inh: 2%

> CCS(=O)(=O)Nc1cccc(C(=O)O)c1
  WRN helicase inh: -8%[11.6 µM]; PLK1 PBD block: -1%; PI5P4K alpha inh: 1; CCT modulator: -0.1; EPAC1 antag: 7%; EPAC1 agonist: -1%; EPAC2 antag: 6%; MmCpn inh: ?

> COc1ccc(O)c(/C=C(\C#N)C(=O)Nc2ccccn2)c1
  WRN helicase inh: 7%; PLK1 PBD block: -12%; PI5P4K alpha inh: -6; CCT modulator: -3.0; EPAC1 antag: -10%; EPAC1 agonist: -1%; EPAC2 antag: -1%; MmCpn inh: -5%

# Source: PubChem BioAssay
